mHTT CaM bind – mutant huntingtin-calmodulin interaction inhibitors – biochemical, AlphaScreen, primary screen; AlphaScreen His-mHTT/GST-CaM binding, luminescence; inhibition, % at 15 µM; 3.6% of 190,000 active; AID 1671202, 2021;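 further: 0% = both proteins with DMSO and 100% = one protein alone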
Pf apPOL block – Pf-apPOL inhibitors, biochemical, fluorescence; 0.25% of 210,000 active; Recombinant Pf-apPOL, molecular beacon fluorescence, 1.5 h; AID 1794808, 2022; inhibition, % at 10 µM
An asterisk follows results filed as active; nt = no result given; & = joins results of further samples. No stated cut-off is given here; in the data, active means inhibition above about 50%; inactive means the rest.

Each structure is followed by: Pf apPOL block | mHTT CaM bind
> CCOc1ccc(NC(=O)NCCC2CCN(S(=O)(=O)c3ccccc3)CC2)cc1
  6 | 32
> COc1ccc(-c2nc3n(n2)C(=O)CC(c2ccc(OC)cc2)S3)cc1 (centres undefined)
  7 | 2
> COCCCNC(=O)C1CCCN(c2cnn(Cc3ccccc3)c(=O)c2)C1 (centres undefined)
  -4 | 1
> CC1(C)Oc2ccc3ccc(=O)oc3c2CC1=O
  -12 | nt
> CSc1ccc(C2C=C(c3ccc(Cl)cc3)Nc3nnnn32)cc1 (centres undefined)
  0 | 4
> Cc1cc2nn(-c3ccc(Cl)cc3)nc2cc1NC(=O)COc1ccc([N+](=O)[O-])cc1
  -2 | 1
> COc1ccc(-c2nnc(SCC(=O)O)n2-c2ccccc2)cc1OC
  0 | 6
> COc1ccc(OC)c(S(=O)(=O)N2CCC(c3noc(-c4ccccc4)n3)CC2)c1
  -1 | 0
> Cc1ccccc1NC(=O)c1ccc(C)c(S(=O)(=O)Nc2cccc(C(=O)O)c2)c1
  -4 | -3
> Cc1ccc(C(=O)NC(C)C2CC3CCC2C3)cc1 (centres undefined)
  1 | 3
> O=C(Nc1ccc(F)cc1[N+](=O)[O-])c1cnc2n(c1=O)CCS2
  -4 | -2
> CC1=C(C(=O)Nc2cccc(C)n2)C(c2cccnc2)C2=C(CCCC2=O)N1 (centres undefined)
  16 | -7
> COc1ccc(S(=O)(=O)N2CCC(c3ccncc3)CC2)cc1Cl
  -1 | -3
> O=C(CSc1nc2ccccc2[nH]1)Nc1ccccc1Br
  -2&-1 | -4&-6
> Cc1ccc(-n2nc3c(c2NC(=O)COc2ccc(Cl)cc2)CS(=O)C3)cc1 (centres undefined)
  -3 | 10
> Cc1ccc(NC(=O)N2CCC3(CC2)NC(=O)N(CCc2ccccc2)C3=O)cc1F
  -5 | 2
> COc1ccc2sc3ccccc3c(=O)c2c1
  -4 | -18
> Cc1ccc(Cn2nnc3c2-c2ccccc2S(=O)(=O)N(C)C3)cc1
  -4 | 0
> Cc1ccc(NC(=O)CSc2nc3c(c(=O)n2Cc2ccccc2)SC(C)C3)cc1Cl (centres undefined)
  8 | 9
> O=C(Nc1ccc([N+](=O)[O-])cc1Cl)c1ccc(C(=O)Nc2ccc([N+](=O)[O-])cc2Cl)cc1
  6 | 0
> Cc1ccc(C(=O)NCCCC(=O)O)o1
  -2 | -2
> Cc1onc(-c2ccccc2Cl)c1C(=O)NCCN1Cc2ccccc2C1=O
  -6 | 1
> O=C(/C=C/c1cc2c(cc1Br)OCO2)c1cccs1
  -4 | 12
> Cc1cc(C)n2cc(CSc3nc4ccccc4[nH]3)nc2n1
  -4 | -2
> O=C(N1CCN(c2ccc(F)cc2)CC1)C(Cl)(Cl)Cl
  2 | -5
> O=C(NCc1ccc2c(c1)OCO2)c1cccnc1N1CCNC(c2ccccc2)C1 (centres undefined)
  4 | 14
> COc1ccc(C(=O)COc2ccc(C)c(C)c2)cc1
  0 | -56
> O=C(C1CCN(c2cncnc2N2CCOCC2)CC1)N1CCN(c2ccccc2)CC1
  -6 | 13
> COc1ccc(-c2cn(-c3ccc(F)cc3)c(=O)[nH]2)cc1
  -9 | 9
> O=c1[nH]c(/C=C/c2cccc(Br)c2)nc(O)c1[N+](=O)[O-]
  -6 | 27

In another format: entries from further up
SMILES: Cc1onc(-c2ccccc2Cl)c1C(=O)NCCN1Cc2ccccc2C1=O
  Pf apPOL block: -6; mHTT CaM bind: 1
SMILES: O=C(/C=C/c1cc2c(cc1Br)OCO2)c1cccs1
  Pf apPOL block: -4; mHTT CaM bind: 12

(list continues)
Each structure is followed by: Pf apPOL block | mHTT CaM bind
> CCc1ccc(NC(=O)C2C3C=CC4(CN(CCCN5CCOCC5)C(=O)C24)O3)cc1 (centres undefined)
  0 | 1
> CCN(CC)S(=O)(=O)c1cc(C(=O)Nc2cccc(O)c2)ccc1Cl
  -3 | 6
> O=C(CN1CCC(c2nc(-c3cccs3)no2)CC1)NCc1ccc(F)cc1
  -4&-76 | -3&0
> O=C(NCCC1CCN(C(=O)NC2CCCCC2)CC1)c1ccc(F)cc1
  -6 | -12
> O=C1OC(/C=C/c2cccc([N+](=O)[O-])c2)=NC/1=C\c1cccs1
  19 | 4
> Cc1ccccc1Cn1cnc2c1c(=O)n(C1CC1)c(=O)n2-c1ccccc1
  -2 | -2
> COc1ccc(-c2cn3c(C)c(C(=O)NC(C)(C)C)sc3n2)cc1
  -2 | 29
> O=C(NCc1cccnc1)C1CCN(C(=O)c2cccc(Cl)c2)CC1
  -2 | -3
> O=C(NC1CCCC1)C1CC(=O)N(c2ccc3c(c2)CCN3C(=O)C2CCC2)C1 (centres undefined)
  0 | 0
> CCCCCc1ccc(S(=O)(=O)N2CCN(CCc3ccccc3)CC2)cc1
  -6 | nt
> COc1ccc(C)cc1NC(=O)C1(S(=O)(=O)c2ccc(Cl)cc2)CC1
  -8 | -2
> O=C1CSC(c2ccccc2)N1c1ccc(F)c(Cl)c1 (centres undefined)
  0 | -12
> O=C(CC(NCCC1=CCCCC1)C(=O)O)Nc1cccc([N+](=O)[O-])c1 (centres undefined)
  -11 | 8
> CCOc1cc(/C=C2\NC(=O)NC2=O)cc(Br)c1OCc1cccc(C(=O)O)c1
  -2 | 26
> CC1(C)CC(=O)C2=C(C1)N=C1c3ccccc3C(=O)C1C2c1ccccc1Cl (centres undefined)
  11 | 13
> O=C(Nc1nc(-c2ccccc2)c(-c2ccccc2)o1)c1cccs1
  2 | 62*
> CC1(C(=O)NC2CCCCC2)Cc2ccccc2C(=O)N1CCN1CCOCC1 (centres undefined)
  0 | -7
> O=C(NC1CC1)c1cccc(OCC2CCCN(C(=O)c3ccccc3C(F)(F)F)C2)c1 (centres undefined)
  -1 | 8
> Cc1ccc2c(c1)oc(=O)n2C1CCN(C(=O)C(Cl)Cl)CC1
  -5 | 0
> O=C(NCCc1ccc(Cl)cc1)c1ccc(CS(=O)(=O)c2ccc(Cl)cc2)o1
  35 | 28
> N#CCNC(=O)CCCCCN1C(=O)c2ccccc2C1=O
  -10 | -5
> Cc1cccc(CNC(=O)C(C)C2CCN(S(=O)(=O)c3c(C)noc3C)CC2)c1 (centres undefined)
  -1 | -7
> Cc1ccc(C)c(CN2C(=O)NC3(CCN(C(=O)c4sccc4C)CC3)C2=O)c1
  -3 | 5
> CC(=O)N1CCC(N2CCCCCC2)CC1
  -2 | -10
> COc1ccc(NC(=O)C2Oc3ccccc3NC2=O)cc1 (centres undefined)
  2 | -1
> COc1cc(C2NC(=O)NC(C)=C2[N+](=O)[O-])cc(OC)c1OC (centres undefined)
  -1 | 2
> COc1ccc(Nc2nnc(-c3cc4cc(OC)ccc4oc3=O)s2)cc1
  4 | -2
> Cc1cc(N2CCN(C)CC2)nc2ccc(NC(=O)/C=C/c3cccs3)cc12
  0 | 76*
> COc1ccccc1C(=O)O[C@H]1[C@H](Cc2ccccc2)NS(=O)(=O)[C@H]2C[C@@H]3C=C[C@]12O3
  4 | 19
> O=S(=O)(Cc1ccc(Cl)cc1)NCc1cccnc1
  -5 | nt
> CCC(C)(C(=O)NC1CCCCC1)N(Cc1ccco1)C(=O)c1ccc(=O)[nH]c1 (centres undefined)
  1 | -4
> Cc1ccccc1OCc1nnc(N)s1
  -7 | 2
> Cc1cc(NC(=O)CSc2ncc(CO)n2Cc2ccc(Cl)cc2)no1
  -8 | -7
> Cc1cc(C)c(S(=O)(=O)N=C2C=CC(=O)C=C2)c(C)c1
  -4 | 39
> Cc1c(Cl)c([N+](=O)[O-])nn1CCCC(=O)Nc1ccc(F)cc1F
  -10 | -3
> COC(CNC(=O)c1c[nH]c2ccc(S(=O)(=O)N3CCc4ccccc4C3)cc2c1=O)OC
  -1 | 17
> COc1cc(C(CCN2CCN(c3ccccc3)CC2)c2c(OC)cc(OC)c3c(C)cc(=O)oc23)cc(OC)c1OC (centres undefined)
  -9 | 94*
> Fc1ccc(-c2cn3ccsc3n2)cc1
  -2 | 3
> CCOc1ccc(NC(=O)c2oc(=O)c3ccccc3c2-c2ccccc2)cc1
  -5 | -3
> O=C(NCC1CC1)c1cn2ccnc(-c3ccccc3)c2n1
  6 | 6
> O=C(Nc1ccc(N2CCCC2)cc1)c1ccccc1[N+](=O)[O-]
  -6 | 84*
> O=C(O)CC(C(=O)OCC1CCCO1)N1CCOCC1 (centres undefined)
  nt | 2
> Fc1ccc(NC(=S)N2CCc3ccccc32)cc1
  nt | -8
> COc1ccc(Cl)cc1NC(=O)c1c(O)c2cccc3c2n(c1=O)CCC3
  3 | 0
> O=c1[nH]c2cc([N+](=O)[O-])ccc2nc1Cc1ccccc1Br
  4 | 16
> Cc1ccc2nc(NC(=O)c3ccccc3Br)sc2c1
  11 | -2
> O=C(c1nn2c(c1Cl)NC(c1cccs1)CC2C(F)(F)F)N1CCc2ccccc2C1 (centres undefined)
  -6 | 100*
> CC1CCN(C(=O)c2cc3n(n2)C(C(F)(F)F)CC(c2ccc4c(c2)OCO4)N3)CC1 (centres undefined)
  -6 | 10
> CC(C)NC(=O)c1ccccc1NC(=O)CSCc1ccccc1Cl
  -4 | -3
> COc1cc(NC(=O)C2CCCN(C(=O)c3cc(C)cc(C)c3)C2)cc(OC)c1OC (centres undefined)
  6 | 8
> NC(=O)Cn1nc(-c2ccc(Cl)cc2)c2ccccc2c1=O
  1 | -1
> O=C(NCc1ccccc1)c1cccnc1
  0 | 0
> Cc1ccc(N(Cc2ccc(C(=O)N3CCCCC3)cc2)S(C)(=O)=O)cc1C
  -1 | 23
> O=S1(=O)C=Cc2ccccc21
  16 | nt
> CCC(=O)Nc1cc(C)c2c(=O)oc3ccccc3c2n1
  -11 | -1
> CC(CCc1ccccc1)NC(=O)c1cc2c(s1)CN(C(C)C)C2 (centres undefined)
  -1 | -4
> Cc1nc2ccccc2c(=O)n1-c1ccc(NC(=O)CC(C)C)cc1
  -1 | 0
> COc1cc(C)c(S(=O)(=O)n2nc(C)cc2C)cc1C
  -8 | -7
> CN(C)C(=O)c1ccc(NC(=O)CCc2ccccc2)cc1
  -4 | 14
> COc1ccc(NC(=O)/C(=C\c2ccc3c(c2)OCO3)NC(=O)c2ccc(C)c(C)c2)cc1
  2 | 2

Record cards, from the list above. Order of values: Pf apPOL block, mHTT CaM bind
Cc1nc2ccccc2c(=O)n1-c1ccc(NC(=O)CC(C)C)cc1 across the screens: -1, 0
COc1cc(C)c(S(=O)(=O)n2nc(C)cc2C)cc1C across the screens: -8, -7
O=S1(=O)C=Cc2ccccc21 across the screens: 16, nt
O=C(NCc1ccccc1)c1cccnc1 across the screens: 0, 0

Remaining list, next part
Each structure is followed by: Pf apPOL block | mHTT CaM bind
> Cc1ccccc1NC(=O)c1ccc(-c2cncnc2)nc1
  -5 | -1
> CCc1ccc(NC(=O)N(CCN(C)C)C(C)c2cccnc2)cc1 (centres undefined)
  -7 | -5
> CCCn1cnnc1C1CCCN(Cc2cn[nH]c2-c2cccs2)C1 (centres undefined)
  7 | 4
> COc1ccc(C2=CC(c3cc(Br)ccc3F)n3nnnc3N2)cc1 (centres undefined)
  -3 | 23
> OCCN(Cc1ccccc1)Cc1cccc(F)c1
  2 | -18
> CCOc1cccc(C2NC(C(=O)O)C3C(=O)N(c4ccc(C)cc4)C(=O)C23)c1O (centres undefined)
  -7 | 6
> CC1CC(C)CN(C(=O)c2ccc(SCc3ccccn3)c([N+](=O)[O-])c2)C1 (centres undefined)
  -6 | 15
> Cc1cc(C)cc(C(=O)N2CCCC(C(=O)NCCc3ccccc3)C2)c1 (centres undefined)
  0 | 3
> Cc1cc(Br)c(S(=O)(=O)N2CCN(c3ccccc3)CC2)cc1C
  -8 | -2
> O=C(NCC1CCCO1)c1nn2c(C(F)(F)F)cc(-c3ccccc3)nc2c1Cl (centres undefined)
  -1 | 4
> Nc1ccc(N=Cc2ccc(Cl)cc2Cl)cc1Cl
  -3 | 17
> Cc1ccc([N+](=O)[O-])cc1S(=O)(=O)NCc1cccnc1
  -1&-6 | -1&-2
> Cc1ccc(N2CCN(C(=O)CN3CCc4ccccc4C3C(=O)N3CCCC3)CC2)cc1 (centres undefined)
  -2 | 37
> Cc1ccc2nc(C(=O)NCc3cc(F)ccc3F)cn2c1
  -1 | -9
> O=C(NCc1n[nH]c(=O)c2ccccc12)c1cccs1
  -4 | -8
> COCCCN1CC2=C(C1=O)C(c1ccccc1Cl)NC(=O)N2 (centres undefined)
  -5 | -10
> c1ccc(-c2cnn3c(-c4ccccc4)cnc3n2)cc1
  0 | -29
> Cc1ccc(Nc2nc(N3CCOCC3)nc(C)c2[N+](=O)[O-])cc1Cl
  -4 | 3
> COc1ccc(C)cc1-n1nc2ccccc2n1
  -3 | -12
> CCCN1C(=O)CCc2cc(NC(=O)c3cccs3)ccc21
  -15 | 11
> Cc1noc(C)c1S(=O)(=O)N1CCC(CC(=O)NCCN2CCCCCC2)CC1
  -1 | 2
> COc1ccc(CC(C)(O)CNC(=O)Nc2cccs2)cc1 (centres undefined)
  2 | 7
> N#CC1=C(SCC(=O)Nc2ccc(F)cc2)NC(=O)CC1c1ccccc1F (centres undefined)
  -7 | -7
> CCOc1ccc(C(=O)Nc2ccc3c(c2)OCCO3)cc1Br
  2 | 10
> COc1ccccc1CCC(=O)Nc1cc(-c2cccnc2)no1
  2 | -8

A draw from above in order of SMILES length, lowest first.
Each structure is followed by: Pf apPOL block | mHTT CaM bind
> CCOc1ccc(C(=O)Nc2ccc3c(c2)OCCO3)cc1Br
  2 | 10
> N#CC1=C(SCC(=O)Nc2ccc(F)cc2)NC(=O)CC1c1ccccc1F (centres undefined)
  -7 | -7
> CC1CC(C)CN(C(=O)c2ccc(SCc3ccccn3)c([N+](=O)[O-])c2)C1 (centres undefined)
  -6 | 15
> CCOc1cccc(C2NC(C(=O)O)C3C(=O)N(c4ccc(C)cc4)C(=O)C23)c1O (centres undefined)
  -7 | 6

An excerpt; the hit share may differ from the screen's.
